# UBC13 polyUb: UBC13 polyubiquitin chain formation inhibitors, primary screen, biochemical, TR-FRET, uHTS. 330,000 compounds, 0.47% hits. inhibition, % at 20 µM. AID 485273, 2010. Ubiquitin-conjugating enzyme E2 N (Homo sapiens), P61088; in the data active = inhibition above about 45%, passing the limit was not always enough
# Target sequence (P61088 whole entry, looked up): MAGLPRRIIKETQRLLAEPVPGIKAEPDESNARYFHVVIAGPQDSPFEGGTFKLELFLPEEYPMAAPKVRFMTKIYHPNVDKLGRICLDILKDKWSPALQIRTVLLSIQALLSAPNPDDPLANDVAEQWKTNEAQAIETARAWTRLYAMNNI
# SENP6 inh: SENP6 protease inhibitors, primary screen, biochemical, luminescence, uHTS. Sentrin-specific protease 6 (Homo sapiens), Q9GZR1. Recombinant SENP6 catalytic domain, aminoluciferin luminescence. inhibition, % at 10 µM. 330,000 compounds, 1.8% hits. AID 2599, 2010;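 active = inhibition above about 50% at the single tested dose, limit read from the data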;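 also: plate controls were DMSO wells with enzyme for no effect and DMSO wells lacking enzyme for full effect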
# Target sequence (Q9GZR1 628-1112 limits assumed): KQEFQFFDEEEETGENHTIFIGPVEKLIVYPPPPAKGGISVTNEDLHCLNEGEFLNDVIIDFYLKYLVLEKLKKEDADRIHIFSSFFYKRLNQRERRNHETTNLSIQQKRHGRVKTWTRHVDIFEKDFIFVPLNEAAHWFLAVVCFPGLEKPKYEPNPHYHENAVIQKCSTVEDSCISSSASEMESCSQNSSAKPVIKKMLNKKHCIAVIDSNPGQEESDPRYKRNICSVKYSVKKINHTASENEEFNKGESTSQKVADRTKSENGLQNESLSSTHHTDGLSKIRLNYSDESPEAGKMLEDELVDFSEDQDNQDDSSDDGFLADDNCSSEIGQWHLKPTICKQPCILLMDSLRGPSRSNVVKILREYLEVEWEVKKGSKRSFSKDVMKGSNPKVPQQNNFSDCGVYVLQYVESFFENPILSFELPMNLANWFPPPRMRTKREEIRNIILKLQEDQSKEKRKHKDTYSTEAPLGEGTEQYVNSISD
# A3G deaminase: APOBEC3G DNA deaminase inhibitors, primary screen, biochemical, fluorescence, single-stranded DNA substrate, uHTS; AID 493012, 2011; inhibition, % at 20 µM; recombinant A3G, ssDNA deamination FAM/TAMRA fluorescence; DNA dC->dU-editing enzyme APOBEC-3G (Homo sapiens), Q9HC16; 330,000 compounds, 0.28% hits;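 active = inhibition of at least 40% at 20 µM, with no more than 30% in the related APOBEC3A deaminase screen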;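 also: plate controls were DMSO wells with A3G for no effect and wells lacking A3G enzyme for full effect; some compounds called inactive have numbers as strong as hits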
# Target sequence (Q9HC16 whole entry, looked up): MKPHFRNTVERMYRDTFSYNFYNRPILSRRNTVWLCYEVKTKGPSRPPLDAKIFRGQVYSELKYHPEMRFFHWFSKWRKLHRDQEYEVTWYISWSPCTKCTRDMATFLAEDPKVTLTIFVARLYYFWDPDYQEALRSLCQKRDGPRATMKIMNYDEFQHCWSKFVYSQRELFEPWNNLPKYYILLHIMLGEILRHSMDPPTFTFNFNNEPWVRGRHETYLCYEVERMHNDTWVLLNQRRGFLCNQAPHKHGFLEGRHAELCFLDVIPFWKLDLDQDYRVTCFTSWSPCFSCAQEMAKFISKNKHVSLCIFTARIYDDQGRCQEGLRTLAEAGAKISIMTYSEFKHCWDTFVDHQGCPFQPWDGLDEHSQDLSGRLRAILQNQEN
# SENP8 block-1: human SENP8 protease inhibitors, primary screen, biochemical, fluorescence, Nedd8 protein substrate, uHTS; recombinant SENP8; inhibition, % at 20 µM; 360,000 compounds, 0.64% hits; AID 602440, 2012; in the data active = inhibition mostly above about 40%, no sharp cut-off; inactive = mostly below about 27%
# SENP8 block-2: SENP8 protease inhibitors, primary screen, biochemical, luminescence. Sentrin-specific protease 8 (Homo sapiens), Q96LD8. purified SENP8, Z-RLRGG-aminoluciferin cleavage. inhibition, % at 10 µM. 330,000 compounds, 1.2% hits. AID 2540, 2010; in the data active = inhibition above about 50%
# SENP7 inh: SENP7 protease inhibitors, primary screen, biochemical, luminescence, uHTS. inhibition, % at 5 µM. AID 434973, 2010. 330,000 compounds, 1.5% hits. recombinant SENP7, Z-RLRGG-aminoluciferin luminescence, 40 min;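 active = inhibition above about 50% at the single test dose, limit read from the data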;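 also: plate controls were DMSO with enzyme for no effect and no enzyme buffer wells for full effect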
# SENP1 inh: human SENP1 catalytic domain inhibitors, primary screen, biochemical, FRET, uHTS; Sentrin-specific protease 1 (Homo sapiens), Q9P0U3; recombinant SENP1 catalytic domain, CyPet-SUMO1-YPet FRET cleavage; inhibition, % at 10 µM; 360,000 compounds, 0.21% hits; AID 624204, 2012;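 active = inhibition at least 30% at 10 µM, raw YFP signal under a set limit, fluorescence ratio 0.5 to 1.5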;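 also: 0% = enzyme with DMSO and 100% = no enzyme wells; some results filed as inactive read as strong as hits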
#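 Assay system: hSENP1 catalytic domain, recombinant. Amount: SENP1 enzyme, 20 pM final. Schedule: 50 min reaction, RT, dark. Technique: FRET, CFP and YFP emission. Control set: no-enzyme wells low, DMSO-plus-enzyme wells high control.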
# Apaf1 inhib: inhibitors of human Apaf-1 apoptosome, primary screen, biochemical, DEVD-Rh110 fluorescence, uHTS; Apoptotic protease-activating factor 1 (Homo sapiens), O14727; reconstituted apoptosome caspase-3 activity; inhibition, % at 20 µM; 330,000 compounds, 0.71% hits; AID 489030, 2010; active = inhibition of at least 40% at 20 µM;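 also: plate controls were DMSO wells for no effect and DEVD-CHO caspase inhibitor wells for full effect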
#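 detection = Rh110 fluorescence intensity | test system = biochemical Apaf-1 apoptosome reconstitution | also added = cytochrome c and DEVD-Rh110 substrate | schedule = 30 min plus 50 min, RT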
# * marks the source's active call; other numbers are inactive results.
SMILES,UBC13 polyUb,SENP6 inh,A3G deaminase,SENP8 block-1,SENP8 block-2,SENP7 inh,SENP1 inh,Apaf1 inhib
COCCn1nnnc1C(c1cc2cc(C)cc(C)c2[nH]c1=O)N1CCN(c2ccccc2F)CC1 (stereo not drawn),-10,1,6,-43,0,-6,1,2
COc1cccc(CN2CCNC(=O)C2CC(=O)N(C)C2CCCCC2)c1 (stereo not drawn),10,3,-10,-72,1,-1,-20,-4
Cc1ccc(SC(C)C(=O)Nc2ccccc2C(=O)N2CCOCC2)cc1 (stereo not drawn),0,-4,-2,27,-2,2,1,-6
CO/N=C1\CCCc2c(C(=O)NN)sc(SC)c21,13,1,-4,-14,6,1,-43,-8
COc1ccccc1OCCC(=O)OCC(=O)Nc1ccc2c(c1)OCO2,1,3,0,15,1,-2,-2,4
Cc1ccc(S(=O)(=O)N(C)/C(=N/S(=O)(=O)c2ccccc2)c2ccccc2)cc1,-5,5,-1,15,-1,0,2,10
COc1ccc(NC(=O)CN(C)C(=O)CCc2nc3cc(S(=O)(=O)N4CCOCC4)ccc3n2C)cc1,0,3,-6,4,4,2,-2,-4
COC(=O)COc1ccc2cc(-c3ccccc3)c(=O)oc2c1,24,55*,-5,-400,34,50,-27,-4
Fc1ccc2cnc(CCO[C@H]3CCCCO3)cc2c1,-6,-23,-7,6,-23,-7,2,16
CCC1(c2ccc(OC)cc2)NC(=O)N(CC(=O)c2ccc3c(c2)OCCO3)C1=O (stereo not drawn),-4,-11,-4,8,-2,1,-2,1
O=C(NCCO)c1cc2c([nH]c3ccccc32)c(-c2ccccc2)n1,4,-12,-6,-255,-9,-5,-6,-2
CN1C(=O)/C(=C\c2ccc(OC(=O)c3ccco3)cc2)SC1=S,-20,74*,-13,13,41,72*,44*,-4
COc1ccc(N(CC(=O)NCc2ccc3c(c2)OCO3)S(=O)(=O)c2c(C)nn(C)c2C)cc1,-3,-19,-6,13,8,-1,0,-3
Cc1cc(NC(=O)CN2CCN(c3ncccn3)CC2)no1,0,-11,-4,1,-8,10,3,-16
CC(C)Cc1nnc(NC(=O)CCc2ccccc2)s1,0,0,-1,2,10,1,-2,0
CCOC(=O)CSc1nnc(NC(=O)c2cccc([N+](=O)[O-])c2)s1,2,-5,-9,22,-7,0,2,-2
CC(C)c1nc(-c2ccc([N+](=O)[O-])cc2)cs1,1,11,-1,19,-10,6,-2,7
CC(=O)c1cccc(NC(=S)NCc2ccco2)c1,9,1,-8,-8,0,-3,-3,-8
Cc1ccccc1S(=O)(=O)c1c(C)cc(C)n(C(C)C)c1=O,4,-4,-2,24,-2,4,0,4
COCCNC(=O)C(=O)NCC1OCCN1S(=O)(=O)c1cccs1 (stereo not drawn),5,-7,-4,15,6,2,1,-3
N#C/C(=C\c1cn(Cc2ccc(F)cc2)c2ccccc12)C(=O)NCc1ccco1,-3,-7,-5,-36,-6,-1,-23,6
CCN1C(=O)CSC1=Nc1ccc(Cl)c(Cl)c1,-2,1,-4,6,10,1,1,0
COc1ccc(C(=O)N/C(=C\c2cn(C)c3ccccc23)C(=O)N2CCOCC2)cc1OC,-5,-7,-6,-6,9,0,-4,-3
CC(=O)CCc1ccc(OCCCCn2cncn2)cc1,-3,-12,-9,15,-10,-10,2,0
N#Cc1ccc(C(=O)Nc2cccc3cccnc23)c(F)c1,-15,-1,-9,-73,13,-10,-2,0
COc1ccc(CNC(=O)C2(CC3CC(c4ccccc4)=NO3)CCN(C(=O)OC(C)(C)C)CC2)cc1 (stereo not drawn),77*,-21,-8,4,-12,4,2,22
CCS(=O)(=O)NCCNc1ccc([N+](=O)[O-])cc1,-2,5,-7,25,0,4,-3,-5
Cc1ccccc1NC1=C(Cl)C(=O)OC1NC(=O)c1ccccc1 (stereo not drawn),-6,-28,-1,0,-3,-5,-1,-5
CN(C)S(=O)(=O)c1ccc(C(=O)OCC2COC(C)(C)O2)cc1 (stereo not drawn),4,-1,-5,5,-12,-6,-2,1
NNC(=O)Cn1c(-c2ccccc2)cc2ccccc21,1,-15,-3,-54,-9,-17,0,17
COC(=O)C(/C=N/OCc1ccc([N+](=O)[O-])cc1)NC(=O)c1ccccc1 (stereo not drawn),-4,-2,-5,24,-7,-5,-85,12
Cc1ccc(NC(=O)CCN2C(=O)NC3(CCCC3)C2=O)c(C)c1,12,2,0,20,3,9,1,7
CCOC(=O)/C(=N/Nc1ccc(Cl)cc1)Sc1nnnn1-c1ccc(C)cc1,-1,12,1,11,3,-2,2,9
Cc1sc2nc(C3CC3)nc(NCCNS(C)(=O)=O)c2c1C,2,1,0,-25,7,7,2,5
Oc1ccccc1/C=C/c1noc(-c2ccccc2O)n1,-3,-6,-6,-122,3,52*,1,15
CC(=O)c1ccc(N2CCN(C(=O)Nc3ccc(F)cc3)CC2)cc1,-8,-18,-10,-88,1,2,0,-14
Cc1ccc(S(=O)(=O)N2CCCCC2CCNC(=O)C(=O)NCc2ccco2)cc1 (stereo not drawn),-5,-6,21,3,-13,-1,2,27
COc1cccc(-c2onc3ccc(C4(C)OCCO4)cc23)c1,3,-7,4,-22,-10,5,-47,6
COc1ccccc1-c1cc(C(=O)N2CCCCC2)no1,10,23,2,15,3,-2,2,5
Cc1ccnc2nc(C(=O)OCC(=O)Nc3ccc([N+](=O)[O-])cc3Br)nn12,-1,-7,-6,12,0,9,0,-8
COc1cccc(NC(=O)CN(C)C(=O)Cc2ccc(Cl)cc2Cl)c1,5,-5,-7,5,5,2,-7,8
COC(=O)Cn1c(=O)c2c(nc3n2CCCN3CCc2ccc(OC)c(OC)c2)n(C)c1=O,-2,5,-8,26,-4,8,1,-1
CC1CCCC(NC(=O)COC(=O)[C@@H](NC(=O)c2ccccc2Cl)C(C)C)C1C (stereo partly drawn),0,-8,-5,5,-1,-2,1,-1
CC1(C)CC(=O)C(C(c2ccccc2F)C2C(=O)CC(C)(C)CC2=O)C(=O)C1,-5,-22,-1,12,-3,6,-2,14
CCOc1cc(NC(=O)CCl)c(OCC)cc1NC(=O)CCl,0,6,-4,24,6,-6,2,-19
O=C(NCCc1ccccc1)c1ccccc1C(=O)NCCc1ccccc1,-3,-4,-3,8,5,5,3,-7
Oc1ccccc1-c1nc(NCc2ccco2)c2ccccc2n1,13,9,-7,2,0,6,1,2
Cc1cccc(NS(=O)(=O)c2ccc3[nH]c(=O)[nH]c3c2)c1C,-6,-1,-2,10,4,9,1,0
Cc1cc(Cl)cc(C)c1OCCCCCn1ccnc1,17,-13,-3,7,-4,2,-1,10
O=C(Cn1ncc2c1-c1ccccc1OC2)N1CCN(c2ccccn2)CC1,-1,-4,-2,-10,2,-7,0,-9
COc1ccc(Cc2n[nH]c(=S)n2NC(=O)Nc2ccc(C)cc2)cc1,-2,17,27,1,2,4,3,-6
COc1cccc(-c2ncc3ccccc3c2COC(=O)c2ccc(C(F)(F)F)cc2)c1,6,-8,-6,5,-2,-1,4,18
Cc1ccc(-c2nn(-c3ccccn3)c(=O)c3ccccc23)cc1C,1,4,-4,9,-3,-1,3,2
CCOC(=O)N1CCN(C(=O)C(=O)NNC(=O)COc2ccc(Cl)cc2)CC1,1,14,2,0,-3,-6,1,-5
S=C(NC1CCCC1)N1CCOCC1,3,-3,-2,7,-1,1,1,-5
CCC(=O)N1CCc2cc(S(=O)(=O)CCC(=O)NCc3ccc(C)cc3)ccc21,5,-17,-5,15,0,6,5,-14
O=C(COC(=O)C12CC3CC(CC(C3)C1)C2)Nc1ccc(OC(F)F)cc1,4,0,-3,11,4,6,0,22
CCOC(=O)Cc1cc(=O)n2[nH]c(C)cc2n1,2,-10,-2,-30,2,-3,0,1
COc1ccc(/C(N)=N/O)cc1O,-15,-14,-8,-1,-10,-8,-1,5
Cc1cccc(COCC(Cc2ccccc2)N2CCN(C(=O)c3cccc(C)c3)CCC2=O)c1 (stereo not drawn),5,-26,-5,16,-16,13,-1,31

# Quoted at random: 2 entries already listed.
SMILES,UBC13 polyUb,SENP6 inh,A3G deaminase,SENP8 block-1,SENP8 block-2,SENP7 inh,SENP1 inh,Apaf1 inhib
Cc1cccc(COCC(Cc2ccccc2)N2CCN(C(=O)c3cccc(C)c3)CCC2=O)c1 (stereo not drawn),5,-26,-5,16,-16,13,-1,31
S=C(NC1CCCC1)N1CCOCC1,3,-3,-2,7,-1,1,1,-5

# 13 compounds from above, arranged by length of the SMILES, low to high:
SMILES,UBC13 polyUb,SENP6 inh,A3G deaminase,SENP8 block-1,SENP8 block-2,SENP7 inh,SENP1 inh,Apaf1 inhib
S=C(NC1CCCC1)N1CCOCC1,3,-3,-2,7,-1,1,1,-5
Cc1cc(Cl)cc(C)c1OCCCCCn1ccnc1,17,-13,-3,7,-4,2,-1,10
CCOC(=O)Cc1cc(=O)n2[nH]c(C)cc2n1,2,-10,-2,-30,2,-3,0,1
CCOc1cc(NC(=O)CCl)c(OCC)cc1NC(=O)CCl,0,6,-4,24,6,-6,2,-19
O=C(NCCc1ccccc1)c1ccccc1C(=O)NCCc1ccccc1,-3,-4,-3,8,5,5,3,-7
Cc1ccc(-c2nn(-c3ccccn3)c(=O)c3ccccc23)cc1C,1,4,-4,9,-3,-1,3,2
COc1cccc(NC(=O)CN(C)C(=O)Cc2ccc(Cl)cc2Cl)c1,5,-5,-7,5,5,2,-7,8
O=C(Cn1ncc2c1-c1ccccc1OC2)N1CCN(c2ccccn2)CC1,-1,-4,-2,-10,2,-7,0,-9
COc1ccc(Cc2n[nH]c(=S)n2NC(=O)Nc2ccc(C)cc2)cc1,-2,17,27,1,2,4,3,-6
CCOC(=O)N1CCN(C(=O)C(=O)NNC(=O)COc2ccc(Cl)cc2)CC1,1,14,2,0,-3,-6,1,-5
CCC(=O)N1CCc2cc(S(=O)(=O)CCC(=O)NCc3ccc(C)cc3)ccc21,5,-17,-5,15,0,6,5,-14
CC1(C)CC(=O)C(C(c2ccccc2F)C2C(=O)CC(C)(C)CC2=O)C(=O)C1,-5,-22,-1,12,-3,6,-2,14
COC(=O)Cn1c(=O)c2c(nc3n2CCCN3CCc2ccc(OC)c(OC)c2)n(C)c1=O,-2,5,-8,26,-4,8,1,-1

# Further results follow.
SMILES,UBC13 polyUb,SENP6 inh,A3G deaminase,SENP8 block-1,SENP8 block-2,SENP7 inh,SENP1 inh,Apaf1 inhib
O=C(CSc1nnc(SCc2ccc(Cl)cc2)s1)N/N=C/c1ccc(C(=O)O)cc1,-2,85*,-2,13,65*,37,0,-12
Nc1ncnc2c1nc(N1CCCCC1)n2[C@@H]1O[C@H](CO)[C@@H](O)[C@H]1O,-10,-3,-9,16,-14,-5,2,6
c1csc(-c2ccc(N3CCOCC3)nn2)c1,-2,54*,-11,-52,42,67*,1,1
COc1ccccc1NC(CC(=O)c1ccccc1)C(=O)OCC(=O)c1ccc(C)cc1 (stereo not drawn),2,-9,1,14,-1,5,-2,4
